Bioassay records as filed in PubChem BioAssay.
Pol kappa inh – qHTS for Inhibitors of Polymerase Kappa; DNA polymerase kappa (Homo sapiens), Q9UBT6; purified Pol kappa, fluorescent DNA synthesis assay, 10 min; Potency, µM (titrated, usually from 107 µM), without a hit: top-dose activity, negative = inhibition, hits mostly inhibitors; hit rate 0.53% among 400,000; AID 588579, 2011; also: potency is read from the fitted curve at half-maximal effect; % is scaled to controls: 0 for no effect and ±100 for the full control effect
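Enzyme at 10 nM met test compounds for 15 min at room temperature. Substrate addition (50 nM final) began the reaction, which was monitored by fluorescence at 0 and 10 min.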
Anesthetic bind – qHTS Assay for Identification of Novel General Anesthetics. Potency, µM (series often up to 77.5 µM), for inactives: top-dose activity change, negative = displacement, actives largely listed as inhibitors. Ferritin light chain (Equus caballus), P02791. hit rate 0.074% among 350,000. apoferritin/1-aminoanthracene competitive binding, fluorescence; also: potency is read from the fitted curve at half-maximal effect; % is scaled to controls: 0 for no effect and ±100 for the full control effect; nearly all actives have a fitted effect of over 20% in size
Target sequence (P02791 2-175 limits assumed): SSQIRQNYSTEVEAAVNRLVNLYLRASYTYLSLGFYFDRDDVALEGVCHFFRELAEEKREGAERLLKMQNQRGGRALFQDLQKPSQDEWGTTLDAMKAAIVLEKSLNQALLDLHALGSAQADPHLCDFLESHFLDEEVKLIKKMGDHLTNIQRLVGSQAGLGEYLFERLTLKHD
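Apoferritin-based anesthetic binding model; compound displacement of fluorescent 1-AMA measured as endpoint fluorescence after 10 minutes at room temperature, scaled to free-ligand and complex controls.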
RXFP1 antagonist – qHTS Assay for Antagonists of the Relaxin Receptor RXFP1; activity change, negative = inhibition, % at 57.5 µM; AID 1259400, 2018; Relaxin receptor 1 (Homo sapiens), Q9HBX9; hit rate 0.59% among 350,000; HEK293-RXFP1, relaxin-stimulated cAMP HTRF, 30 min; stronger effect = lower value;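 active = activity change of -60% or lower, but not beyond a set lower limit; inconclusive = change between -60% and -40%, or beyond the set limit; inactive = change above -40%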; also: % is scaled to controls: 0 for no effect and ±100 for the full control effect
POLH inh – qHTS for Inhibitors of Polymerase Eta; DNA polymerase eta (Homo sapiens), Q9Y253; recombinant Pol eta, fluorescent DNA replication assay; Potency, µM (doses to about 114 µM), without a hit: at the highest dose activity change, negative = inhibition, hits mostly inhibitors; AID 588591, 2011; hit rate 1.2% among 390,000; also: potency is read from the fitted curve at half-maximal effect; % is scaled to controls: 0 for no effect and ±100 for the full control effect
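Pol eta (10 nM) was preincubated with compounds for 15 min at room temperature, after which fluorescent replication substrate (50 nM final) was added to start the reaction. Fluorescence was read kinetically at 0 and 10 min.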
Pol beta inh – qHTS Assay for Inhibitors of DNA Polymerase Beta; Pol beta primer extension/strand displacement, fluorescence kinetic; hit rate 1.3% among 340,000; P06746; Potency, µM (titrated, usually from 114 µM), inactives show top-dose activity change, negative = inhibition, actives largely listed as inhibitors; also: potency is read from the fitted curve at half-maximal effect; % is scaled to controls: 0 for no effect and ±100 for the full control effect
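Values derive from four-parameter Hill fits of normalized kinetic data: reads at 0 and 10 min following addition of 50 nM substrate to 10 nM Pol beta preincubated 15 min with compound.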
APE1 inh – qHTS Assay for Inhibitors of the Human Apurinic/apyrimidinic Endonuclease 1 (APE1); DNA repair nuclease/redox regulator APEX1 (Homo sapiens), P27695; recombinant APE1, TAMRA/BHQ-2 abasic DNA cleavage fluorescence; Potency, µM (top dose mostly 65.8 µM), without a hit: at the highest dose activity change, negative = inhibition, actives largely listed as inhibitors; hit rate 0.35% among 350,000; AID 2517, 2012;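 also: potency is read from the fitted curve at half-maximal effect; plate controls were vehicle for no effect and reference inhibitor for full effect; nearly all actives have a fitted effect of over 55% in size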
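Activity was derived from the fluorescence gain between first and third kinetic reads (60 s intervals, ex 525/em 598 nm) after 50 nM THF-abasic TAMRA/BHQ-2 duplex was added to 0.75 nM APE1 preincubated 15 min with compound.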
BLM helicase inh – qHTS Assay for Inhibitors of Bloom's syndrome helicase (BLM) | recombinant BLM DNA unwinding, fluorescence dequenching | AID 2528, 2010 | RecQ-like DNA helicase BLM (Homo sapiens), P54132 | Potency, µM (top dose mostly 56.1 µM), for the others: top-dose activity change, negative = inhibition, most hits filed as inhibitors | hit rate 0.2% among 350,000;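 also: potency is read from the fitted curve at half-maximal effect; plate controls were vehicle for no effect and no enzyme for full effect; nearly all actives have a fitted effect of over 35% in size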
POLI inh – qHTS for Inhibitors of Polymerase Iota. DNA polymerase iota (Homo sapiens), Q9UNA4. Pol iota fluorescent replication assay, 10 min. Potency, µM (doses to about 115 µM), for inactives: top-dose activity, negative = inhibition, hits mostly inhibitors. hit rate 1% among 390,000. AID 588590, 2011; also: potency is read from the fitted curve at half-maximal effect
Target sequence (Q9UNA4 whole entry, looked up): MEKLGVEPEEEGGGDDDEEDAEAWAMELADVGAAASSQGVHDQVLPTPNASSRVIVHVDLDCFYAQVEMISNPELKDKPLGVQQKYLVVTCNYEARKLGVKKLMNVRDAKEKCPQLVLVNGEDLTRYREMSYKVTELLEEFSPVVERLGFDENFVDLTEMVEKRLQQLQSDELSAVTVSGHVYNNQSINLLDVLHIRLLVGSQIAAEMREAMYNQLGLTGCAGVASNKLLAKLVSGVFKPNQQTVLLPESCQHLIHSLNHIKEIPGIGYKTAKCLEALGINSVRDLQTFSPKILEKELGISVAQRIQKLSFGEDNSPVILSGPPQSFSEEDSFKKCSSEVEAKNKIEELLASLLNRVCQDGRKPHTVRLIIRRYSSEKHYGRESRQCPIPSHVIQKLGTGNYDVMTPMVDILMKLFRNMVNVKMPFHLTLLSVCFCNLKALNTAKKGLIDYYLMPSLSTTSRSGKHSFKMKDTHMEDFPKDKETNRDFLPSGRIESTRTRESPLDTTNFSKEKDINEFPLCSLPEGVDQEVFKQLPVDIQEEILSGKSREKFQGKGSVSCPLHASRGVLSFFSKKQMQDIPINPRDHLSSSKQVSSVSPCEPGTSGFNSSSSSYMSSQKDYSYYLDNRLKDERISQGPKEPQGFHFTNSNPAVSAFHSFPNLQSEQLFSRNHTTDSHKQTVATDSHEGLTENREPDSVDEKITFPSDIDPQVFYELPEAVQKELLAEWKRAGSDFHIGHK
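Fluorescent replication assay read twice, at 0 min and 10 min after adding 50 nM (final) substrate. Enzyme (10 nM) and compounds were first incubated 15 min at room temperature; enzyme-free buffer wells were negative controls.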
Tb PGK inh – qHTS Assay to Find Inhibitors of Phosphoglycerate Kinase; PGK/GAPDH coupled, Kinase-Glo luminescence, 60 min; hit rate 0.043% among 380,000; AID 602233, 2012; Potency, µM (doses to about 57.5 µM), without a hit: at the highest dose activity change, negative = inhibition, most hits filed as inhibitors; also: potency is read from the fitted curve at half-maximal effect; % is scaled to controls: 0 for no effect and ±100 for the full control effect; nearly all actives have a fitted effect of over 60% in size
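Luminescent ATP detection (Kinase-Glo Plus) follows a 60-minute room-temperature incubation, with wells lacking PGK as controls. Buffer: 100 mM TEA (pH 7.6), 5 mM MgCl2, 0.01% Tween-20. Coupling enzyme GAPDH (100 nM final) supplies unstable 1,3-BPG in-well.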
* marks the source's active call; other numbers are inactive results; i = inactive; ? = inconclusive; / = no result given; [ ] = remark or other dose. Unless noted, calls follow the shape of the dose curve; as a rule, active = well fitted curve in the direction sought with a large enough effect; inconclusive = small, poorly fitted or top-dose-only effect, or another doubt; inactive = no such curve, though single readings can be large; an effect the other way counts as inactive or inconclusive. This is a subset, so the mix of outcomes need not match the whole.

SMILES	Pol kappa inh	Anesthetic bind	RXFP1 antagonist	POLH inh	Pol beta inh	APE1 inh	BLM helicase inh	POLI inh	Tb PGK inh
CC(NC(=O)c1cccs1)c1ccc2c(c1)OCO2 (stereo not given)	-17%	5%	5	-11%	2%	-1%	-1%	?	-1%
CCN(CC(=O)Nc1ccc(C(C)=O)cc1)CC(=O)Nc1ccc2c(c1)OCCO2	-21%	/	-4	-5%	/	-5%	/	30%	0%
CCOc1ccc(S(=O)(=O)N(CC(=O)Nc2ccc3c(c2)OCO3)c2ccccc2)cc1	-3%	-6%	/	-3%	-6%	/	-2%	2%	-2%
Cn1cc(S(=O)(=O)NC2CCCCCC2)c(=O)n(C)c1=O	-11%	?	3	-11%	54%	2%	1%	21%	14%
COc1ccc(C(=O)NC(=S)NNC(=O)c2ccc(NC(C)=O)cc2)cc1Br	-7%	-4%	-34	-22%	4%	2%	-5%	86%[activator]	4%
CCN(CC)S(=O)(=O)c1ccc(C(=O)NNc2nc(-c3ccccc3)c3cc(Br)ccc3n2)cc1	-14%	-13%	-20	-24%	21%	?	-1%	13%	0%
O=C(Nc1ccccc1Cl)N1CCN(c2ccc3nnc(-c4ccc(F)cc4)n3n2)CC1	-11%	-15%	6	?	9%	-1%	-13%	13%	-2%
COCCN=c1scc(-c2ccco2)n1/N=C/c1ccc(O)c(O)c1O	0%	?	-104*	4.5µM*	2.8µM*	8.9µM*	10µM*	2µM*	-25%
CC(C)(C)c1nnc(SCC(=O)Nc2ccc(N3CCCCC3)cc2)n1N	-8%	/	1	0%	/	-12%	/	?	-2%
CCN(CC)S(=O)(=O)c1ccc(C(=O)N2CCN=C2SC)cc1	5%	-7%	/	-4%	6%	0%	1%	-7%	2%
CC1CCCN(c2c(S(=O)(=O)c3ccccc3)cnc3ccc(Cl)cc23)C1 (stereo not given)	1%	-8%	-2	-23%	-28%	/	-12%	8%	-6%
CC(Oc1cc2oc(=O)c3c(c2cc1Cl)CCC3)C(=O)NCc1cccnc1 (stereo not given)	-5%	-12%	-9	-10%	14%	10%	2%	23%	1%
Cc1ccc(C(=O)NCCNC(=O)c2cnccn2)cc1	2%	4%	4	-3%	17%	-44%	-1%	21%	15%
CN(C)C(=O)Nc1ccccc1CC[N+](=O)[O-]	-10%	-2%	-4	10%	9%	0%	-8%	30%	0%
COCc1[nH][nH]c(=O)c1C=Nc1ccc(C(F)(F)F)cc1	-18%	-14%	21	-8%	0%	-2%	-1%	-8%	-2%
CCc1ccc2nc(Nc3ccc(OC)cc3OC)c(C#N)cc2c1	-11%	-13%	18	-10%	9%	-1%	-8%	-3%	-5%
CC12CCC(=O)N1C(C(=O)Nc1nc(-c3ccccc3)cs1)CS2 (stereo not given)	-1%	/	-8	-4%	/	-2%	/	25%	i
CCOc1ccc(Cn2ccnc2)cc1[N+](=O)[O-]	-18%	-15%	6	-9%	1%	2%	1%	32%[activator]	2%
C#CCOCCOCCOCCNc1nc(N2CCN(C(=O)[C@H]([C@@H](C)CC)n3cc(CCCCN)nn3)CC2)nc(N2CCN(C(=O)[C@H]([C@@H](C)CC)n3cc(CCCN=C(N)N)nn3)CC2)n1	-6%	/	/	-23%	/	19%	/	?	-1%
COc1ccc(C/C(C)=N\NC(=O)c2c[nH]c3ccccc23)cc1OC	-20%	-1%	-1	-20%	1%	3%	-1%	20%	-9%

6 entries from above, ordered by the number in APE1 inh, descending:
mol,Pol kappa inh,Anesthetic bind,RXFP1 antagonist,POLH inh,APE1 inh,BLM helicase inh,POLI inh,Tb PGK inh
CC(Oc1cc2oc(=O)c3c(c2cc1Cl)CCC3)C(=O)NCc1cccnc1 (stereo not given),-5%,-12%,-9,-10%,10%,2%,23%,1%
COc1ccc(C/C(C)=N\NC(=O)c2c[nH]c3ccccc23)cc1OC,-20%,-1%,-1,-20%,3%,-1%,20%,-9%
COc1ccc(C(=O)NC(=S)NNC(=O)c2ccc(NC(C)=O)cc2)cc1Br,-7%,-4%,-34,-22%,2%,-5%,86%[activator],4%
CC(NC(=O)c1cccs1)c1ccc2c(c1)OCO2 (stereo not given),-17%,5%,5,-11%,-1%,-1%,?,-1%
CC12CCC(=O)N1C(C(=O)Nc1nc(-c3ccccc3)cs1)CS2 (stereo not given),-1%,/,-8,-4%,-2%,/,25%,i
CC(C)(C)c1nnc(SCC(=O)Nc2ccc(N3CCCCC3)cc2)n1N,-8%,/,1,0%,-12%,/,?,-2%

More entries.
SMILES	Pol kappa inh	Anesthetic bind	RXFP1 antagonist	POLH inh	Pol beta inh	APE1 inh	BLM helicase inh	POLI inh	Tb PGK inh
COc1ccc(C2/C(=C(\O)c3ccc4c(c3)OCCO4)C(=O)C(=O)N2Cc2ccco2)c(OC)c1 (stereo not given)	-1%	-11%	22	2%	-22%	17%	2%	-6%	i
CC(c1ccccc1)N1C(=O)C2C3C=CC(C4CC34)C2C1=O (stereo not given)	-3%	?	-5	-11%	-2%	-3%	-2%	-7%	-12%
N#CC1=C(N)NC(=S)C(C(N)=O)C1c1ccc([N+](=O)[O-])cc1 (stereo not given)	-3%	-16%	-14	-3%	0%	-1%	1%	?	5%
O=C(COC(=O)c1cc(S(=O)(=O)N2CCOCC2)ccc1F)Nc1cc([N+](=O)[O-])ccc1F	-11%	/	1	-17%	/	16%	/	86%[activator]	-8%
Cc1cccc(NC(=O)CSCC(=O)N2CCN(C(=O)c3ccco3)CC2)c1	1%	/	-6	-18%	/	23%	/	7%	0%
Cc1nc(Cl)c(N=Cc2cccc([N+](=O)[O-])c2)c(Cl)n1	-5%	-1%	-7	-1%	1%	6%	-2%	45%[activator]	-7%
COc1ccc(NC(=S)N2CCC(NC(=O)c3ccco3)CC2)cc1	-10%	-7%	-12	5%	19%	48%[activator]	-3%	-6%	8%
CCCCN(C(=O)CSc1nnc(-c2ccc(OC)cc2)n1CC)c1c(N)n(Cc2ccccc2)c(=O)[nH]c1=O	-4%	-2%	-10	2%	7%	-1%	-2%	12%	-3%
CCOc1ccc(NC(=O)C2CC(=O)N(c3ccc(C(C)C)cc3)C2)cc1 (stereo not given)	-3%	-2%	/	-17%	-6%	/	-7%	29%	-8%
CC(=O)Nc1ccc(S(=O)(=O)N(Cc2cccnc2)Cc2cc3ccccc3[nH]c2=O)cc1	-6%	-6%	8	-8%	14%	34%	4%	-24%	-1%
Cc1ccc(C)c(NC(=O)CN2CCN(C3CCCCC3)C(=O)C2=O)c1	-1%[60.1 µM]	-8%	-11	-9%	-5%	/	-1%	-7%	-2%
CCS(=O)(=O)c1nc(S(=O)(=O)c2ccc(C)cc2)c(NCCCOC)s1	-9%	-12%	2	-8%	5%	/	0%	12%	i
Cc1csc(NC(=O)C2CCCN(S(=O)(=O)c3cnc[nH]3)C2)n1 (stereo not given)	6%	-3%	/	-18%	8%	1%	0%	27%	-1%
CC(C)C(NC(=O)CNC(=O)OC(C)(C)C)C(=O)NCc1ccccc1 (stereo not given)	-6%	-19%	-12	-1%	4%	3%	-3%	-2%	7%
CC(C)c1ccc(Cn2c(COc3ccccc3)nc3ccccc32)cc1	-7%	96%[activator]	/	-8%	20%	/	-8%	?	-1%
c1ccc2c(c1)ncc1nncn12	5%	4%	/	-2%	12%	/	-4%	17%	-2%
CC(C)(C)C(=O)Nc1cccc(-c2nc3ccccc3c(=O)o2)c1	-7%[60.1 µM]	-10%	4	17%	18%	-2%	-2%	13%	-5%
O=C(Nc1ccc(F)cc1)C(NC1CCCCC1)c1ccccc1 (stereo not given)	0%	-9%	-23	-13%	-3%	-8%	-4%	69%[activator]	i
CCn1c(SCC(=O)N/N=C/c2ccc(C)s2)nc2ccccc21	-7%	?	1	-13%	26%	24%	3%	-3%	7%
Cc1ccc(C(=O)N/C(=C/c2ccco2)C(=O)OCN2C(=O)c3ccccc3C2=O)cc1	-8%	-1%	7	-1%	14%	-2%	1%	16%	-6%
O=C(Nc1ccccc1Cl)c1ccc(F)c(S(=O)(=O)NCc2ccc(Cl)c(Cl)c2)c1	-11%[60.1 µM]	-19%	-22	1%	29%	/	-11%	-8%	0%
CNC(=O)c1[nH]cnc1C(=O)Nc1cccc(C)c1	2%	/	/	-13%	/	12%	/	41%	-10%
CCc1nnc(NC(=O)CSc2nnc(Cc3ccc(OC)cc3)o2)s1	-2%	3%	-10	-9%	13%	6%	1%	2%	/
CCCCOc1cccc(C(=O)Nc2ccc(NC(=O)c3cccs3)cc2)c1	-8%	5%	-17	-22%	-8%	16%	1%	19%	14%

Record cards, from the list above:
O=C(Nc1ccccc1Cl)c1ccc(F)c(S(=O)(=O)NCc2ccc(Cl)c(Cl)c2)c1 reads Pol kappa inh: -11%[60.1 µM]; Anesthetic bind: -19%; RXFP1 antagonist: -22; POLH inh: 1%; Pol beta inh: 29%; APE1 inh: /; BLM helicase inh: -11%; POLI inh: -8%; Tb PGK inh: 0%
CNC(=O)c1[nH]cnc1C(=O)Nc1cccc(C)c1 reads Pol kappa inh: 2%; Anesthetic bind: /; RXFP1 antagonist: /; POLH inh: -13%; Pol beta inh: /; APE1 inh: 12%; BLM helicase inh: /; POLI inh: 41%; Tb PGK inh: -10%
